WRN inhibitor = qHTS for Inhibitors of WRN Helicase; Bifunctional 3'-5' exonuclease/ATP-dependent helicase WRN (Homo sapiens), Q14191; WRN helicase unwinding, fluorescent forked duplex, kinetic; Potency, µM (highest dose often 114 µM), for inactives: top-dose activity change, negative = inhibition, usual class: inhibitors; 360,000 compounds, 0.46% hits; AID 651768, 2012; note: potency is the fitted concentration of half-maximal effect; % is set by controls: 0 for no effect and ±100 for the full control effect; nearly all actives have a fitted effect of over 55% in size
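Primary qHTS, 1536-well format. 20 nM WRN + compound, 15 min RT; start with 100 nM forked fluorophore/quencher duplex, 2 mM ATP (final); kinetic read ex 525/em 598 nm.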
IL2 activator = qHTS of IL-2 Activators; 360,000 compounds, 0.065% hits; AID 652025, 2013; IL-2 activation reporter assay, cell-based qHTS; stimulated with anti-CD3/CD4/CD28 beads; in transgenic mouse T cells; activation, % (series mostly up to about 46 µM); in the data active = activation above about 50%; inconclusive = mostly about 30% to 49%; note: 0% is about no effect
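Readout is EGFP and DsRed signal by fluorescent plate cytometry after 18 h at 37 degrees C. Transgenic mouse T cells (750/well) received compound for 60 min before bead stimulation (anti-CD3, anti-CD4, anti-CD28); memory T cells served as non-tolerant control.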
PI5P4K alpha inh = qHTS for Inhibitors of phosphatidylinositol 5-phosphate 4-kinase (PI5P4K); Phosphatidylinositol 5-phosphate 4-kinase type-2 alpha (Homo sapiens), P48426; PI5P4Kalpha enzyme, ADP-Glo luminescence, 60 min; hits give low values; max response, %; 330,000 compounds, 1.2% hits; AID 652105, 2013; active = max response of -50% or lower; inconclusive = between -30% and -50%; inactive = -30% or higher; note: value at the top dose of about 77 µM; % is set by controls: 0 for no effect and ±100 for the full control effect
Target sequence (P48426 whole entry, looked up): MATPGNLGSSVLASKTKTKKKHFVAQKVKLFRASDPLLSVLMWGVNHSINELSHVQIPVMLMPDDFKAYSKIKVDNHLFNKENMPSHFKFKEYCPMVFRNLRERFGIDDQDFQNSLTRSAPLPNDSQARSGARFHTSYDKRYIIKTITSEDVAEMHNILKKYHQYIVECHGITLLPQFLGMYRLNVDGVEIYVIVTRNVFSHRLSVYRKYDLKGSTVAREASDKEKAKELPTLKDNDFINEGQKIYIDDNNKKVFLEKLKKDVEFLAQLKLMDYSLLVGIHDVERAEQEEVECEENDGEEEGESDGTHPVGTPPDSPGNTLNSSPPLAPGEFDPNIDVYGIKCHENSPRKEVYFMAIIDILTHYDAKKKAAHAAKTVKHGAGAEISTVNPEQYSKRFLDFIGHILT
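Human PI5P4Kalpha with substrate in 0.038 M HEPES pH 7.4, 0.28 mM EGTA, 0.1% CHAPS, 5% DMSO; reaction started with 5 microM ATP (final), 60 min at room temperature. ADP formed read by ADP-Glo luminescence.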
PLK1 PBD block = qHTS for Inhibitors of PLK1-PDB (polo-like kinase 1 - polo-box domain): Primary Screen | Plk1 PBD binding of FITC phosphopeptide, fluorescence polarization | Potency, µM, for the others: max response, negative = inhibition, usual class: inhibitors | Serine/threonine-protein kinase PLK1 (Homo sapiens), P53350 | 360,000 compounds, 2.8% hits; note: potency is the fitted concentration of half-maximal effect; series mostly up to about 57 µM; % is set by controls: 0 for no effect and ±100 for the full control effect; nearly all actives have a fitted effect of over 65% in size
Target sequence (P53350 whole entry, looked up, the tested form may be a part): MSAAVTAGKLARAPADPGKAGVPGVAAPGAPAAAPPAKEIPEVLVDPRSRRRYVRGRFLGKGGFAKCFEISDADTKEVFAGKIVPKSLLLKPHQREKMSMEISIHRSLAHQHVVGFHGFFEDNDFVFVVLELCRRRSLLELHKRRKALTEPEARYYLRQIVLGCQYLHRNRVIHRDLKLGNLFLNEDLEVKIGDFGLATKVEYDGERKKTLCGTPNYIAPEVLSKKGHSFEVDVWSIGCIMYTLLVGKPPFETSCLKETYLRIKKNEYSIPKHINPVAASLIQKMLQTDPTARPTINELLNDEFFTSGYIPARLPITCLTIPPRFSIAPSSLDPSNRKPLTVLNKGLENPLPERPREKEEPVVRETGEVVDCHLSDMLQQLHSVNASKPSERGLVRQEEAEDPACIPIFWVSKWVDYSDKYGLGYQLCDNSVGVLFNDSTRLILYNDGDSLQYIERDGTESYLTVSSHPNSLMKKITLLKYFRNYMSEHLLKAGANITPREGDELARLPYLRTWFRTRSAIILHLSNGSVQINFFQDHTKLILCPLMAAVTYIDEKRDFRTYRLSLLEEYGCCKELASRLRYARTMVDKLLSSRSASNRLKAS
CCT modulator = High-Throughput Screening for Modulators of Cytosolic Chaperonin Activity | activity change, % (no concentration beside the values), hits read low | purified chaperonin ATPase assay, HTRF ADP detection, 30 min | 360,000 compounds, 0.3% hits; in the data active = activity change below about -30%; note: % is set by controls: 0 for no effect and ±100 for the full control effect
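We incubate TRiC, 40 or 20 nM final, with library compounds at 76 uM and 10 uM ATP for 30 min at 37 °C. ADP formed is detected with Transcreener HTRF reagents after 30 min at room temperature.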
EPAC1 ag = qHTS for Agonist of cAMP-regulated guanine nucleotide exchange factor 3 (EPAC1): primary screen. Rap guanine nucleotide exchange factor 3 (Homo sapiens), O95398. EPAC1 agonist qHTS, biochemical assay; response scale: 100% = response to 6.5 mM cAMP. Potency, µM (titrated, usually from 154 µM), without a hit: at the highest dose activation, actives largely listed as activators. 360,000 compounds, 0.073% hits; note: potency is the fitted concentration of half-maximal effect; nearly all actives have a fitted effect of over 60% in size
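Nucleotide exchange assay: 100 nM EPAC1 with 250 nM Rap1B loaded with BODIPY-GDP and 50 uM GDP, room temperature. Fluorescence (480/540 nm) read every 5 min for 30 min; signal change normalized to 6.5 mM cAMP as full agonist.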
EPAC1 antag = qHTS for Antagonist of cAMP-regulated guanine nucleotide exchange factor 3 (EPAC1): primary screen | Rap guanine nucleotide exchange factor 3 (Homo sapiens), O95398 | EPAC1 GEF assay, Rap1b-BODIPY-GDP exchange fluorescence | Potency, µM (top dose mostly 115 µM), without a hit: at the top dose activity change, negative = inhibition, usual class: inhibitors | 360,000 compounds, 0.14% hits | AID 720709, 2013;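 note: potency is the fitted concentration of half-maximal effect; plate controls were vehicle for no effect and positive control for full effect; nearly all actives have a fitted effect of over 50% in size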
EPAC2 agonist = qHTS for Agonist of cAMP-regulated guanine nucleotide exchange factor 4 (EPAC2): primary screen; Rap guanine nucleotide exchange factor 4 (Homo sapiens), Q8WZA2; EPAC2 activation, biochemical qHTS; response scale: 100% = 6.5 mM cAMP response; Potency, µM (highest dose often 154 µM), without a hit: at the top dose activation, hits mostly activators; 360,000 compounds, 0.079% hits; note: potency is the fitted concentration of half-maximal effect; nearly all actives have a fitted effect of over 50% in size
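Each well held 100 nM EPAC2, 250 nM RAP1B-BODIPY-GDP and 50 uM GDP. Fluorescence, read at 5-min intervals to 30 min, was referenced to a 6.5 mM cAMP positive control.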
Numbers without * were called inactive; ? = inconclusive; nt = not tested or not shown. Unless noted, calls come from the whole dose curve; as a rule, active = well fitted curve in the direction sought with a large enough effect; inconclusive = small, poorly fitted or top-dose-only effect, or another doubt; inactive = no such curve, though single readings can be large; an effect the other way counts as inactive or inconclusive. A portion of the library; the hit share may differ from the screen's.

No.	Structure	WRN inhibitor	IL2 activator	PI5P4K alpha inh	PLK1 PBD block	CCT modulator	EPAC1 ag	EPAC1 antag	EPAC2 agonist
1	N=c1c(C(=O)NCC2CCCO2)cc2c(=O)n3ccccc3nc2n1Cc1ccco1 (centres undefined)	-5%	0.5	-1	-11%	-1.3	3%	-16%	2%
2	COc1ccc(C2(C(=O)N3CCOCC3)CCCC2)cc1	1%	0.8	15	-5%	-6.6	-1%	-1%	5%
3	COC(=O)c1sc2nc(CN3CCOCC3)nc(N3CCOCC3)c2c1C	8%	-2.0	1	-7%	0.8	8%	11%	-2%
4	CCCn1c(N)c(C(=O)CN(C)CC(=O)Nc2ccc(F)cc2)c(=O)[nH]c1=O	0%	0.6	-4	2%	1.8	13%	11%	2%
5	COc1ccc(NC(=O)c2onc(C)c2Cl)cc1OC	2%	3.9	-3	-25%	1.5	-11%	-13%	-5%
6	O=C(N/N=C/c1c[nH]c2ccccc12)c1ccccc1	-2%	-0.2	-20	0%	-0.8	2%	1%	0%
7	COc1ccc2c(c1)c(C(=O)CN1CCN(Cc3ccccc3)CC1)c(C)n2C	-8%	1.8	0	-6%	-2.7	1%	-22%	8%
8	CN(Cc1cccc(F)c1)C(=O)Cc1ccc(S(=O)(=O)N2CCOCC2)s1	-10%	0.6	-6	0%	1.0	23%	2%	3%
9	CCCCCCCCS(=O)c1sc2nc3c(cc2c1N)CCCC3 (centres undefined)	-17%	-0.1	-7	?	-0.1	-3%	-5%	-1%
10	COc1ccccc1-n1c(Cc2cccs2)n[nH]c1=S	-4%	-1.0	-7	-12%	-3.1	0%	-8%	7%
11	FC(F)(F)c1ccccc1Cc1c(-c2ccc(Cl)cc2)nc2ccc(Br)cn12	-3%	-0.6	4	-18%	-0.6	-10%	-15%	0%
12	Cn1c(=O)c2c(nc(CN3CCN(c4ccccc4)CC3)n2CCCc2ccccc2)n(C)c1=O	-15%	-1.5	8	-5%	-0.8	-3%	2%	2%
13	COc1ccc(CN(C(=O)Cn2nnc(-c3ccc(C)o3)n2)C(C(=O)NCC2CCCO2)c2ccco2)cc1 (centres undefined)	-5%	-2.6	-3	2%	0.7	-7%	2%	-10%
14	CCOC(=O)N1CCN(C(=O)c2ccc3nc4cc(Cl)ccc4c(=O)n3c2)CC1	9%	-3.4	nt	-13%	-3.3	4%	-3%	13%
15	COc1cccc(CNc2nn[nH]n2)c1OC	-1%	-0.6	-6	4%	-0.9	-2%	2%	4%
16	c1ccc(OCCCCN2CCCCC2)cc1	1%	-0.6	4	2%	-6.3	5%	2%	10%
17	Cc1cccc(NC(=O)C2CCN(S(=O)(=O)c3ccc4ccccc4c3)CC2)n1	-9%	-0.3	2	0%	-0.9	3%	-13%	10%
18	O=C(c1cc(-c2cccs2)on1)N1CCc2ccccc2C1	-6%	-1.3	nt	-2%	0.8	5%	-9%	6%
19	Cc1cc(C)cc(OC(=O)COc2ccccc2C)c1	3%	0.2	3	-9%	-2.7	5%	-3%	18%
20	CC(C)NC(=O)Cn1cnc2c(cnn2-c2ccc(F)cc2)c1=O	3%	0.2	3	8%	-3.1	4%	-4%	4%
21	COC(=O)c1cc(Cl)c(NC(=O)/C=C/c2ccc(OC)c(OC)c2)cc1OC	-6%	-0.8	nt	-22%	-2.4	-1%	-2%	-2%
22	COc1cc(OC)c(OC)cc1CNC(=O)c1ccc(S(=O)(=O)N2CCCCC2)cc1	1%	9.5	3	-2%	2.1	2%	-14%	10%
23	CCS(=O)(=O)N1CCC(C(=O)NCCc2ccccc2)CC1	7%	-2.3	nt	-7%	-0.5	0%	7%	3%
24	Cc1ccccc1NC(=O)c1cccc2nc3ccccc3nc12	-13%	0.1	5	-1%	0.7	1%	-13%	-10%
25	O=C(CCC(=O)c1ccc(Cl)cc1)NCc1ccccc1	1%	2.4	1	-7%	-0.6	13%	-5%	9%

Ordered by value in PI5P4K alpha inh (low to high): 3 of the compounds above
| cpd | SMILES | PI5P4K alpha inh |
| --- | --- | --- |
| 4 | CCCn1c(N)c(C(=O)CN(C)CC(=O)Nc2ccc(F)cc2)c(=O)[nH]c1=O | -4 |
| 7 | COc1ccc2c(c1)c(C(=O)CN1CCN(Cc3ccccc3)CC1)c(C)n2C | 0 |
| 24 | Cc1ccccc1NC(=O)c1cccc2nc3ccccc3nc12 | 5 |

(further entries)
No.	Structure	WRN inhibitor	IL2 activator	PI5P4K alpha inh	PLK1 PBD block	CCT modulator	EPAC1 ag	EPAC1 antag	EPAC2 agonist
26	COc1ccc(/C=C2\CCc3ccccc3C2=O)cc1Cn1nc(C)cc1C	-7%	-2.9	4	1%	-2.5	5%	-4%	4%
27	COc1ccc(C2=NNC(c3ccco3)=Nc3ccc(F)cc32)cc1	-1%	-0.4	2	0%	1.3	5%	-6%	10%
28	Cc1sc2ncn(CC(=O)NCCCOC(C)C)c(=O)c2c1S(=O)(=O)N1CCN(c2ncccn2)CC1	2%	0.1	0	3%	1.8	3%	2%	0%
29	Cc1ccc(F)cc1NC(=O)c1cccc2nccnc12	-6%	-1.8	nt	-4%	-2.3	-3%	3%	-5%
30	CN(C)S(=O)(=O)c1cccc(C(=O)Nc2ccccc2[N+](=O)[O-])c1	-15%	0.5	1	3%	-0.9	-1%	-5%	4%
31	Cc1ccc(N2C(=O)c3ccc(N)cc3C2=O)cc1	-1%	0.4	1	-5%	-3.0	7%	-17%	-4%
32	Cn1cc(C(C[N+](=O)[O-])c2ccccc2)c2ccccc21 (centres undefined)	-8%	-3.1	1	6%	-0.7	9%	11%	3%
33	COc1ccccc1NC(=O)c1cc2n(n1)C(C(F)(F)F)CC(c1ccc3c(c1)OCO3)N2 (centres undefined)	-17%	-0.1	5	1%	3.5	7%	-2%	10%
34	Cc1noc(/C=C/c2cccnc2)c1[N+](=O)[O-]	-12%	-2.1	5	-3%	1.8	-3%	11%	6%
35	Nc1nc(Cl)cc(N2CCCC2)n1	-17%	-0.5	-8	-4%	0.9	7%	0%	-6%
36	COc1ccc(C(=O)N(C)[C@H]2C[C@H]3c4[nH]c5ccccc5c4CCN3C[C@H]2[C@H](C)O)cc1	0%	-0.3	-1	-19%	-0.2	18%	13%	9%
37	COc1ccc(N(CC(=O)NCc2cccnc2)S(=O)(=O)c2ccc(C)c([N+](=O)[O-])c2)cc1	0%	0.2	0	-8%	1.0	5%	-7%	10%
38	CN(Cc1ccccc1)C(=O)Cn1nnc(-c2ccccc2)c1COc1ccc2ccccc2c1	-10%	-0.2	7	2%	-0.4	3%	-11%	13%
39	CCOC(=O)N1CCN(C(=O)COC(=O)c2oc3ccc(OC)cc3c2C)CC1	-34%	-5.2	6	-9%	0.3	6%	7%	3%
40	Cc1ccc(OCC(=O)NC(=S)Nc2ccc(Br)c(C)n2)cc1	-7%	-1.8	nt	-8%	-0.9	3%	-23%	8%
41	O=C(NN=Cc1ccccc1Cl)c1ccc(-n2cnnn2)cc1	-2%	-0.5	2	-3%	-0.1	-14%	-3%	5%
42	CC1CCCC(NC(=O)CCCn2c(=S)[nH]c3ccccc3c2=O)C1C (centres undefined)	3%	-3.3	0	-11%	-3.0	1%	-26%	8%
43	Cc1ccc(NC(=O)CNC(=O)N2CC(=O)Nc3ccccc32)cc1F	-7%	-5.4	-19	7.5µM*	1.5	-1%	-26%	9%
44	Cc1cn([C@H]2C[C@H](O)[C@@H](CCC(=O)NCc3cccc4ccccc34)O2)c(=O)[nH]c1=O	-5%	-0.9	0	-11%	1.0	9%	-5%	7%
45	CCOC(=O)C1CCN(C(=O)CN2C(=O)CSc3ccc(S(=O)(=O)N4CCOCC4)cc32)CC1	1%	-1.6	-2	0%	0.2	4%	19%	-5%
46	Cc1ccc(NC(=O)C[n+]2cc(-c3ccc(C)cc3)n3c2CCC3)cc1	6%	5.2	3	-3%	-4.3	-1%	-3%	14%
47	Cc1cccc(NC(=S)N/N=C2\CC(C)(C)Oc3ccc(O)cc32)c1	-4%	-2.0	7	12%	0.3	4%	-24%	1%
48	O=C1CCC(C(=O)N2CCCCCCC2)CN1Cc1cccc(C(F)(F)F)c1 (centres undefined)	0%	0.0	0	4%	-1.1	6%	-2%	-9%

Entries 26 to 30, reprinted for reference:
No.	Structure	WRN inhibitor	IL2 activator	PI5P4K alpha inh	PLK1 PBD block	CCT modulator	EPAC1 ag	EPAC1 antag	EPAC2 agonist
26	COc1ccc(/C=C2\CCc3ccccc3C2=O)cc1Cn1nc(C)cc1C	-7%	-2.9	4	1%	-2.5	5%	-4%	4%
27	COc1ccc(C2=NNC(c3ccco3)=Nc3ccc(F)cc32)cc1	-1%	-0.4	2	0%	1.3	5%	-6%	10%
28	Cc1sc2ncn(CC(=O)NCCCOC(C)C)c(=O)c2c1S(=O)(=O)N1CCN(c2ncccn2)CC1	2%	0.1	0	3%	1.8	3%	2%	0%
29	Cc1ccc(F)cc1NC(=O)c1cccc2nccnc12	-6%	-1.8	nt	-4%	-2.3	-3%	3%	-5%
30	CN(C)S(=O)(=O)c1cccc(C(=O)Nc2ccccc2[N+](=O)[O-])c1	-15%	0.5	1	3%	-0.9	-1%	-5%	4%

Screens as filed in PubChem.
